# Screening data from PubChem BioAssay.
# M1 antag = blocks human M1 muscarinic receptor | CHO-K1 hM1, Fluo-8 calcium fluorescence, ACh EC80 antagonist | inhibition, % at 3 µM | actives 1.3% (n = 360,000);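 active means percent inhibition above its own plate's cutoff, namely the mean of that plate's compound wells plus 3 SD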;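 further: peak over basal fluorescence ratio during 140 s after agonist addition; 0% = ACh EC80 plus DMSO and 100% = DMSO alone without agonist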
# Target sequence (P11229 whole entry, looked up): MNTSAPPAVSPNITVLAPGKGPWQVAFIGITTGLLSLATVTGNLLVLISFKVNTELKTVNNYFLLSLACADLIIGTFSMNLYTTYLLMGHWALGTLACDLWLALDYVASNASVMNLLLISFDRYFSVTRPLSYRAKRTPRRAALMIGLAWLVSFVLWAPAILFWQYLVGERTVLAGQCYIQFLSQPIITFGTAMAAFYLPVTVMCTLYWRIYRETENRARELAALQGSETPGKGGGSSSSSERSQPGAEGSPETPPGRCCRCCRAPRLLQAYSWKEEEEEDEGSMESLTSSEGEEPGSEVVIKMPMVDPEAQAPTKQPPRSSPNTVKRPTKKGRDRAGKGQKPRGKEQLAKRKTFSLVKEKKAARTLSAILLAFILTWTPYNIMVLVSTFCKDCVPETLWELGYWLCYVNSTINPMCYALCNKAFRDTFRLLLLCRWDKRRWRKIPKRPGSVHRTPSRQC
# TAAR1 ag = agonists of human TAAR1; Q96RJ0; CHO RD-HGA16 TAAR1, Fluo-8 calcium fluorescence; vehicle wells 0%, saturating PEA agonist 100%; activation, % at 3 µM; actives 0.99% (n = 360,000); AID 624467;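 active means activation above the mean activation of all test compounds in the run plus 3 SD, cut at about 38% in these data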
# Target sequence (Q96RJ0 whole entry, looked up): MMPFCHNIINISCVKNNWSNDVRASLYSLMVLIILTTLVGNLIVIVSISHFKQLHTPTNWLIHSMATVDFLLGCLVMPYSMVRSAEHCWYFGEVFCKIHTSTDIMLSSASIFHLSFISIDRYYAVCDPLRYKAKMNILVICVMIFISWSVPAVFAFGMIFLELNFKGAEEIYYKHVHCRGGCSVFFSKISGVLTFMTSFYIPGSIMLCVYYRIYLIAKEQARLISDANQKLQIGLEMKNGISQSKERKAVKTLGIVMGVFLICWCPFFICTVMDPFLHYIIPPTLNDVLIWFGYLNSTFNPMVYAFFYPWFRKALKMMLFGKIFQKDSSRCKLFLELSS
#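 test system = CHO RD-HGA16 cells carrying human TAAR1 plus Gα16 | schedule = 17-24 h seeding, 75 min 37 °C dye, 30 min RT | compound dosing = 3 µM single concentration | control set = DMSO and PEA EC100 | replicates = n 1 | signal = Fluo-8 fluorescence, 5 s baseline then 140 s kinetic read | measure = percent activation vs PEA EC100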
# M1 PAM = human CHRM1 positive allosteric modulation; P11229; CHO-K1 hM1, Fluo-8 calcium fluorescence, ACh EC20; 0% = ACh EC20, 100% = maximal ACh; activation, % at 3 µM; actives 0.088% (n = 360,000); in the data active means activation above about 19%, passing the limit was not always enough
# M1 ag parental = M1 agonist counterscreen hit in parental CHO-K1 cells; Fluo-8 calcium fluorescence; scaled to maximal ATP response, vehicle zero; activation, % at 3 µM; actives 0.48% (n = 360,000); AID 602248; in the data active means activation above about 15%;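 further: untransfected CHO-K1 host cells lacking M1 receptor as counterscreen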
# TAAR1 antagonist = antagonists of human TAAR1; CHO RD-HGA16 TAAR1, Fluo-8 calcium fluorescence, antagonist; inhibition, % at 3 µM; actives 1.5% (n = 360,000); AID 624466;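 active means inhibition above a per-plate cutoff, the mean inhibition of test compounds on that plate plus 3 SD, cut at about 49% in these data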;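 further: 0% = DMSO plus EC80 beta-PEA response and 100% = DMSO alone without agonist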
#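 Test system – hTAAR1-expressing CHO RD-HGA16 cells, Gα16-coupled · Also added – β-PEA at EC80 concentration, post-compound challenge · Compound – 3 µM, single point · Incubation – dye loading 75 min at 37 °C, then 30 min room temperature · Measured by – Fluo-8 intracellular calcium dye fluorescence, real-time kinetic reads · Benchmarks – vehicle and agonist controls · Replicates – singlicate, one well per test compound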
# CHO parental Ca = counter-screen for OX1R antagonists: effect in parental CHO cells | parental CHO-K1, ATP-induced calcium, Fluo-8 fluorescence | inhibition, % at 5.6 µM | actives 0.63% (n = 330,000);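 active means inhibition above that plate's mean sample inhibition plus 3 SD, cut at about 26% in these data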;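 further: 0% = ATP-challenged DMSO wells and 100% = DMSO wells without ATP; some compounds past the cut are filed as inactive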
#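 material = parental CHO cells | also added = ATP as calcium-mobilizing challenge | dosing = single point at 5.6 µM | detection = intracellular calcium via Fluo-8 no-wash fluorescent dye | read-out = % inhibition | benchmarks = low control ATP plus DMSO, high control DMSO only | repeats = one well per compound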
# M1 ag = human M1 muscarinic receptor agonism; P11229; CHO-K1 hM1, Fluo-8 calcium fluorescence, agonist mode; 0% DMSO, 100% acetylcholine EC100; activation, % at 3 µM; actives 0.33% (n = 360,000); AID 588814;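 active means activation above the run's mean compound activation plus 3 SD, cut at about 16% in these data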;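 further: peak over basal fluorescence ratio within a 140 s kinetic read after compound addition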
# CHO-K1 Ca antag = counter-screen for M1 antagonists: effect in parental CHO-K1 cells | AID 602250 | actives 0.6% (n = 360,000) | ATP-induced calcium, Fluo-8 fluorescence | inhibition, % at 3 µM;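 active means inhibition above a per-plate cutoff, the plate's mean sample inhibition plus 3 SD, cut at about 24% in these data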;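 further: 0% = DMSO plus EC80 ATP and 100% = DMSO alone without ATP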
# CHO-K1 Ca PAM = counter-screen for M1 PAMs: effect in parental CHO-K1 cells | ATP EC20, Fluo-8 calcium fluorescence; 0% at ATP EC20, 100% at ATP max | activation, % at 3 µM | actives 0.02% (n = 360,000) | AID 602247;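 active means activation above the run cutoff, the mean activation of all test compounds plus 3 SD, cut at about 40% in these data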;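 further: peak over basal fluorescence ratio in a 140 s read after ATP addition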
# * hit, by the source's call; . = no result given. Compounds as they come; about 4.4% have a hit in one of these screens.
smiles	M1 antag	TAAR1 ag	M1 PAM	M1 ag parental	TAAR1 antagonist	CHO parental Ca	M1 ag	CHO-K1 Ca antag	CHO-K1 Ca PAM
CC(C)OP(=O)(c1ccc(N(C)C)cc1)C(O)c1ccc(C(C)C)cc1 (stereo not drawn)	-11.3	2.2	13.6	2.9	-5.2	-4.4	0.8	-22.6	10.1
Cc1ccc(C(=O)NCCc2nnc3ccc(SCC(=O)Nc4c(C)cc(C)cc4C)nn23)cc1	1.2	2.1	0.7	0.7	11.1	-23.9	-4.9	-3.2	-8.1
Cc1cccc(C)c1-n1nnnc1C1(C)CCC(=O)N1CCCn1ccnc1 (stereo not drawn)	.	-0.2	.	0.1	9.9	.	.	-2.5	3.0
N#C/C(=C\c1ccccc1)C(=O)NC(=O)Oc1ccccc1	-8.2	4.6	6.0	0.5	-13.3	1.8	-3.7	-4.4	14.2
C[N+](C)(C)CC(=O)N/N=C/c1c2ccccc2cc2ccccc12	-6.2	2.9	6.7	0.9	-25.2	-3.9	7.4	-8.2	9.2
CNC[C@H]1Oc2cc(Br)ccc2S(=O)(=O)N([C@@H](C)CO)C[C@@H]1C	-9.5	2.9	2.2	0.2	-1.8	.	-2.1	-8.8	5.5
Cn1cnc2cc(NS(=O)(=O)c3ccc(Br)cc3)ccc21	-35.8	17.7	3.7	0.1	-17.4	5.1	2.5	0.2	15.7
CS(=O)(=O)N(Cc1ccc(Cl)cc1)c1ccc(C(=O)Nc2cccnc2)cc1	1.5	11.3	4.5	4.3	20.9	-1.4	1.9	-4.7	15.9
C/C(=N\NC(=O)CCc1ccc(S(=O)(=O)N2CCOCC2)cc1)c1ccc(OC(F)F)cc1	4.0	5.0	-0.6	0.9	-46.6	-16.7	-5.3	-4.9	-2.4
Cc1cccc(N2CCN(C(=O)C3CCN(S(=O)(=O)c4cccnc4)CC3)CC2)c1C	1.4	2.1	3.1	3.9	-10.7	-19.6	1.3	1.9	-0.3
O=C(OCC(F)(F)C(F)F)c1ccccc1C(=O)Oc1ccc(F)cc1F	-2.5	4.2	-6.5	-0.3	1.4	-24.2	-7.4	-18.3	4.2
FC(F)Sc1ccc(NC(=S)NC2CCCCC2)cc1	17.6	11.4	-10.4	12.0	14.0	10.5	-0.9	8.2	4.0
O=C(C1=C(O)C(=O)N(CCN2CCOCC2)C1c1cccc(Br)c1)c1cccs1 (stereo not drawn)	-16.8	2.8	12.2	1.7	-20.6	-1.4	-2.9	-12.7	12.7
COc1ccccc1C(CC(N)=O)c1ccco1 (stereo not drawn)	-14.4	9.5	6.4	0.0	-4.4	-7.9	-2.6	1.6	9.4
O=[N+]([O-])c1cccnc1N1CCN(Cc2ccc3c(c2)OCO3)CC1	18.6	-0.1	-18.0	0.7	-5.0	-10.6	-8.3	-4.3	10.7

# Next structures follow:
smiles	M1 antag	TAAR1 ag	M1 PAM	M1 ag parental	TAAR1 antagonist	CHO parental Ca	M1 ag	CHO-K1 Ca antag	CHO-K1 Ca PAM
NC(=O)c1ccc(N=C2C(=O)Nc3ccc([N+](=O)[O-])cc32)cc1	-9.9	2.7	8.4	0.3	-28.5	-11.6	-3.2	-15.6	4.3
CC1=C(C(=O)OC(C)C)C(c2ccc(C)o2)NC(=O)N1 (stereo not drawn)	-26.6	-0.1	19.3	-0.4	-2.9	-14.2	-3.2	-8.8	13.4
O=C(Nc1ccccc1)c1ccccc1CC[N+](=O)[O-]	-33.0	2.0	4.1	0.3	-8.5	-13.8	-1.5	-5.8	11.0
COc1ccc(C(=O)N2CCCCCCC2)cc1OC1CCN(C(C)C)CC1	-10.3	0.5	11.4	0.2	-7.3	-5.9	-11.6	-2.6	3.9
CN(CC(=O)Nc1ccc(F)cc1)CC(=O)N1CCCCCC1	-13.5	5.3	6.3	0.4	-20.6	-20.2	-7.8	-22.2	18.4
Cn1nnnc1Sc1ncnc2scc(-c3ccc(-c4ccccc4)cc3)c12	-4.6	21.2	-0.9	-0.2	10.0	-1.4	-2.9	15.3	-14.9
O=C(Nc1cccc(O)c1)c1noc2c1CCc1ccccc1-2	-7.8	12.9	1.0	1.4	20.6	-15.0	-5.0	-2.9	9.4
COc1ccccc1-c1nnc(SCC(=O)Nc2nc(-c3ccccc3)cs2)n1C	3.1	13.9	-3.3	1.5	27.1	-13.6	-1.3	-5.9	4.1
CN(CCc1ccccn1)C(=O)Nc1ccc(C(C)(C)C)cc1	-14.4	4.0	6.7	10.8	-4.4	-7.2	1.8	2.9	10.3
CCn1c(C)nc2cc(NC(=O)Nc3cccc(C(C)=O)c3)ccc21	19.6	1.3	-11.8	6.7	0.3	-6.4	-3.5	1.9	10.8
CCOc1ccc(NC(=O)CN2CCN(CC(=O)Nc3ccc(N(C)C)cc3)CC2)cc1	2.1	-1.4	-1.3	5.1	-3.7	.	1.2	-8.0	-4.4
CC(C(=O)N1CCCC1)N(C)CC(=O)Nc1cccc(F)c1 (stereo not drawn)	-0.7	1.8	2.5	-0.1	1.4	-10.1	-4.4	-4.3	-1.5
CC1=C([N+](=O)[O-])C(c2ccccc2Cl)NC(=O)N1 (stereo not drawn)	-10.4	-0.1	4.2	1.9	5.7	-8.8	-4.1	-19.1	33.0
COc1cccc(NC(=O)C2CCOC2=O)c1 (stereo not drawn)	-18.5	5.0	15.1	0.5	-26.1	-7.4	-1.6	-11.2	21.9
CCC(=O)OCOc1ccc(/C=C2/CCC(CN(C)C)C2=O)cc1 (stereo not drawn)	3.2	20.2	-7.0	2.3	41.0	.	-0.6	-8.8	-1.5

# The closing two compounds of the part before are carried over, then new ones follow.
smiles	M1 antag	TAAR1 ag	M1 PAM	M1 ag parental	TAAR1 antagonist	CHO parental Ca	M1 ag	CHO-K1 Ca antag	CHO-K1 Ca PAM
COc1cccc(NC(=O)C2CCOC2=O)c1 (stereo not drawn)	-18.5	5.0	15.1	0.5	-26.1	-7.4	-1.6	-11.2	21.9
CCC(=O)OCOc1ccc(/C=C2/CCC(CN(C)C)C2=O)cc1 (stereo not drawn)	3.2	20.2	-7.0	2.3	41.0	.	-0.6	-8.8	-1.5
CCN1CCN(c2c(Cl)cccc2NC(=O)c2ccc3nsnc3c2)CC1	4.5	5.7	-1.7	0.3	-13.6	-21.9	-8.2	4.4	-7.9
Cc1nn(C(=O)c2nn(C)cc2Cl)c(C)c1Br	-8.8	4.9	4.4	2.2	-1.6	-4.9	-5.6	-18.7	23.3
O=[N+]([O-])c1ccc(Nc2nc(NC3CCCCC3)nc(N3CCCC3)n2)cc1	-7.2	3.1	8.8	-0.5	-1.6	-47.0	-7.0	12.9	-10.9
COc1ccccc1/C=C/C(=O)Oc1cccc2cccnc12	-1.6	3.5	3.9	0.6	-2.2	-21.8	-7.6	-2.8	3.7
COc1ccccc1CNC(=O)CN1NS(=O)(=O)c2ccccc2C1=O	-7.7	1.7	0.0	1.0	7.5	-14.6	0.1	-17.9	19.6
CC1=C(C(=O)N(C)C)C(c2cccc(Cl)c2)NC(=O)N1 (stereo not drawn)	-7.4	-2.4	7.8	1.4	7.5	-7.4	-0.3	-12.4	22.8
N=c1n(CCN2CCCCC2)c2ccccc2n1CC(=O)c1cccs1	-9.7	-0.4	11.0	-0.6	-15.9	-18.9	-7.0	1.7	2.0
COc1ccc(S(=O)(=O)N2CCOCC2)cc1NC(=O)Cn1nnc2ccccc2c1=O	-13.2	3.5	17.0	5.1	-17.8	-12.9	5.1	3.9	-6.6
CC[N+](C)(CC)CC(O)COCC1COc2ccccc2O1 (stereo not drawn)	-5.3	7.6	8.3	0.3	5.2	1.2	-5.0	-5.2	10.0
COC(=O)c1cccc(NC(=O)Nc2ccc(Cl)cc2Cl)c1	-1.5	2.7	1.1	0.3	-40.7	-19.8	0.2	27.6*	-26.0
Cc1nc(-c2c(-c3ccc(O)cc3O)noc2C(F)(F)F)cs1	9.3	-2.9	-0.5	0.5	-0.3	-5.8	-3.8	13.2	-10.1
CCN(CC)C(=O)c1c[nH]c2ccc(S(=O)(=O)Nc3cc(C)cc(C)c3)cc2c1=O	-9.7	0.7	6.1	0.8	0.2	-10.3	-2.5	-17.6	14.7
CCC(=O)c1ccc(OC(=O)c2cccs2)cc1	3.0	5.7	1.8	-0.1	-20.3	1.8	-1.7	1.9	-4.8
Cc1oc(-c2ccc(Cl)cc2)cc1-c1nn2c(-c3ccoc3C)nnc2s1	-13.7	-0.9	9.5	0.2	2.5	-10.8	-2.6	-22.8	3.4
N#C/C(=C\c1c(N2CCC(C(N)=O)CC2)nc2ccccn2c1=O)S(=O)(=O)c1ccc(Cl)cc1	1.5	2.2	0.4	1.5	-4.8	-7.4	-3.1	-0.7	-2.0

# (list continues)
smiles	M1 antag	TAAR1 ag	M1 PAM	M1 ag parental	TAAR1 antagonist	CHO parental Ca	M1 ag	CHO-K1 Ca antag	CHO-K1 Ca PAM
CCCCCC(=O)N1C[C@@H](O)[C@H](n2cc(COC(=O)c3ccccc3)nn2)C[C@@H]1c1ccccc1	-11.7	0.5	6.6	1.6	4.8	.	-3.8	-15.9	27.8
CC(C)(C(=O)O)n1cncn1	-12.6	3.6	16.0	1.8	-0.5	-8.9	-8.5	3.5	20.1
CC(C)Oc1cc(F)ccc1-c1cc(C(=O)NCc2ccccc2)[nH]n1	-25.5	1.2	8.7	0.2	13.0	.	-2.4	3.0	-8.5
Cc1cc(N2CC(C)OC(C)C2)nc(C(C)C)n1 (stereo not drawn)	-4.4	2.2	7.2	0.0	-3.1	-5.5	-4.3	-5.2	10.0
CCOc1ccc2[nH]c(=O)c(CN(CC3CCCN3CC)C(=O)NCc3ccccc3)cc2c1 (stereo not drawn)	-3.5	-1.4	2.4	-0.2	4.6	-7.0	-5.2	-4.7	-2.3
O=C(CNC(=O)c1ccccc1F)NCCc1ccc(Cl)cc1Cl	-2.7	5.7	5.8	-0.2	-16.9	-17.8	-0.8	-12.4	-0.1
CC1C(=O)NN=C1C(=O)N/N=C/c1cccs1 (stereo not drawn)	-1.0	11.0	4.9	0.0	-7.0	-5.0	-7.3	-9.3	17.0
COc1ccc(N2CCN(C(=O)c3ccc(C)cc3)CC2)c([N+](=O)[O-])c1	-2.0	0.9	15.3	1.9	-8.8	-11.4	-4.2	1.2	10.4
CCOc1ccc(S(N)(=O)=O)cc1-c1nc2c(C(C)(C)C)nn(C)c2c(=O)[nH]1	-8.2	5.5	3.9	1.2	-18.1	-4.4	-4.9	-4.6	-0.1
N#Cc1ccccc1NC(=O)C(=O)NCCCN1CCCC1=O	-2.9	0.1	4.5	-0.1	-16.9	10.3	-3.5	-0.2	5.3
c1ccc(Cn2ncc3c(NCc4ccco4)ncnc32)cc1	-0.8	8.4	1.4	-0.4	-14.8	-3.7	-1.8	-10.2	0.7
